Lipid storage S3 – qHTS Assay for Lipid Storage Modulators in Drosophila S3 Cells; AID 2685; Potency in µM for hits, for the others lipid storage change, negative = inhibition, % at the top dose, mostly 46.1 µM; Drosophila S3 cells, BODIPY lipid droplet fluorescence, 18-24 h; cells fed with added oleic acid; 320,000 tested, 0.64% active; active = well fitted inhibition curve with a large enough effect in the signal ratio, with a control signal flat, not every such curve was filed as active; inconclusive = small, poorly fitted or top-dose-only effect, or effect the other way, or a change in a side signal; the % refers to the signal ratio
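Laser-scanning cytometry quantifies lipid droplet accumulation (500–530 nm total intensity; droplet/cell object ratio) in oleic acid-fed (400 uM added) Drosophila S3 cells treated with a concentration series. 20 uM Triacsin C defined 100% inhibition.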
Lipid storage S3 cell count max – also measured in Lipid storage S3; calls as there; cell number change, %; measured here: cell count max response;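 cells counted by Cell Tracker Red CMTPX staining in the red channel; peak over a dose series mostly up to 46.1 µM; percent activity relative to internal control wells on each plate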
Numbers without * were called inactive; i = inactive; ? = inconclusive; nt = not tested or not shown; [ ] = dose if it differs, or a comment. % is set by controls: 0 for no effect and ±100 for the full control effect; potency is the fitted concentration of half-maximal effect. Only part of the results is shown. The share of hits here may be higher or lower than overall.

SMILES | Lipid storage S3 | Lipid storage S3 cell count max
CSc1nc(N)c(NC(=O)c2ccc(Br)o2)c(=O)[nH]1 | i[0.369 µM] | -1
Cc1ccc(S(=O)(=O)N2CCCCC2C(=O)N2CCN(Cc3ccccc3)CC2)cc1 (stereo unspecified) | 15% | 1
COc1ccc(NC(=S)N(CCc2c(C)[nH]c3ccc(C)cc23)Cc2ccco2)cc1 | ? | nt
Cn1nc(-c2ccc(Cl)cc2)c2cc(C(=O)N3CCOCC3)sc21 | ? | nt
CCC1=NN(C(=O)C(=O)Nc2ccccc2OC)C(O)(C(F)(F)F)C1 (stereo unspecified) | 8% | -7
O=[N+]([O-])c1ccc2c(c1)nnn2-c1ccccc1 | ? | nt
COc1ccc(N=c2scc(-c3ccc(OC)cc3)n2CCO)cc1 | ? | nt
O=C1CSC(=S)N1CC1CCCO1 (stereo unspecified) | ? | nt
CC(C)COc1ccc(C(=O)OCC(=O)N(C)CC(=O)Nc2ccc(F)cc2)cc1 | -8% | 14
Cc1cc(-c2ccccc2C(=O)Nc2ccccc2O)on1 | 11% | 2
CCn1nc2cc(C(=O)NCc3cc(C(F)(F)F)cc(C(F)(F)F)c3)ccc2c1OC | ? | nt
c1ccc(-c2nccc(-c3ccc4c(c3)OCO4)n2)cc1 | ? | nt
O=C(Nc1ccc(-c2ccco2)cc1)C1CCCN(Cc2ccc(CO)o2)C1 (stereo unspecified) | ? | nt
CCOC12CC(C)(C)CC(C)(CC3=C1C(=O)CC(C)(C)C3)C2 (stereo unspecified) | 0% | -1
COc1ccc(CNC(=S)Nc2cccc(OC)c2)cc1 | ? | nt
O=C1C(=O)N(c2ccccn2)C(c2ccc(Br)cc2)/C1=C(/O)c1ccc(Br)cc1 (stereo unspecified) | ? | nt
C[N+]1(CN2C(=O)C3C4C=CC(C4)C3C2=O)CCCCC1 (stereo unspecified) | -11% | 0
CCc1nnc(NC(=O)CSc2nnc(-c3cccnc3)n2CCc2ccccc2)s1 | ? | nt
COc1cccc(CNC(=O)COc2cc(O)c3c(c2)OC(C)(C)CC3=O)c1 | ? | nt
CCOCCn1c(CN2CCN(CCO)CC2)nc2c1c(=O)n(C)c(=O)n2C | ? | nt
COc1ccc(CC(=O)NCc2ccc3c(c2)cc(C)n3C)cc1OC | ? | nt
O=C(CSCc1cnn(-c2ccccc2)c1-n1cccc1)NCc1cccnc1 | ? | nt
Cn1c(=O)[nH]c(=O)c2c1nc(NC1CCCCC1)n2Cc1ccccc1 | ? | nt
O=C(C1CC(=O)N(c2ccc(F)cc2)C1)N1CCC(c2nc3ccccc3[nH]2)CC1 (stereo unspecified) | i | -7
COc1ccc(/C=C/CN2CCCC(CCC(=O)NCc3ccc(F)c(F)c3)C2)cc1 (stereo unspecified) | 7% | -4
Following part.
SMILES | Lipid storage S3 | Lipid storage S3 cell count max
CCn1c(CSc2nnc3ccccn23)nc2cc(C(=O)O)ccc21 | ? | nt
Nc1cc(C(F)(F)F)cc2c1SCC(=O)N2 | ? | nt
COc1ccc(/C=C2\SC(N3CCc4ccccc4C3)=NC2=O)cc1OC | i | 1
O=C(NCCN1CCOCC1)c1ccc(Cl)c(S(=O)(=O)N2CCCCCC2)c1 | ? | nt
CC1(c2cnc(Nc3ccccc3)s2)CCC(=O)O1 (stereo unspecified) | ? | nt
Cc1ccc(N2CCN(/N=C/C(Cl)=C/c3ccccc3)CC2)cc1 | ? | nt
CC(Oc1ccc(F)cc1)C(=O)Nc1cc(S(=O)(=O)N2CCOCC2)ccc1N1CCCCC1 (stereo unspecified) | ? | nt
Cc1ccc(C)c(Oc2nnnn2-c2ccccc2)c1 | ? | nt
Cc1ccc(-n2cc(CNC(C)Cn3cncn3)c(-c3ccc(F)cc3)n2)cc1 (stereo unspecified) | -19% | 3
N/C(=N\OS(=O)(=O)c1ccc(Cl)cc1)c1cccnc1 | ? | nt
Cc1ccc(SCCNS(=O)(=O)c2ccc(F)cc2)cc1 | i | -12
CCCS(=O)(=O)n1nc(-c2ccc(Br)cc2)cc1N | 26% | 7
Clc1cccc(Cl)c1-c1noc(CN2CCOCC2)n1 | -1% | 17
COc1ccc(C)cc1NC(=O)c1cnc2sccn2c1=O | ? | nt
CCN(CC(=O)Nc1c(F)cccc1F)C(=O)c1ccc(S(=O)(=O)N2CCCCCC2)cc1 | ? | nt
[O-][n+]1ccccc1SC/C=C/c1ccccc1 | ? | nt
CN(C)c1nc(Oc2ccc(=O)n(-c3ccccc3)n2)nc(N2CCOCC2)n1 | 23% | -2
CC1CCN(CCCNC(=O)c2ccc3c(=O)n(Cc4ccc(Cl)cc4)c(=S)[nH]c3c2)CC1 | ? | nt
COc1cccc(/C=C/C(=O)OCC(=O)c2ccc(C)c(C)c2)c1OC | ? | nt
Cc1nc2n(n1)C(c1ccccc1)C1=C(CC(c3ccco3)CC1=O)N2 (stereo unspecified) | i | nt
NC(=O)CSc1oc(-c2ccco2)nc1S(=O)(=O)c1ccc(F)cc1 | i | 18
CCOC(=O)c1c(C)nc2sc3c(=O)n(-c4ccc(C(C)=O)cc4)nnc3c2c1-c1ccc(Cl)cc1 | ? | nt
CCn1cc(C(=O)NCc2cccc(C(F)(F)F)c2)c(=O)c2ccc(C)nc21 | -7% | -4
Cc1ccccc1CCN1CCCC(CN(C)C(=O)C(=O)c2ccco2)C1 (stereo unspecified) | -21% | -6
CC(C)=CCOc1ccc2c(C)c(CC(=O)N3C[C@H]4C[C@@H](C3)c3cccc(=O)n3C4)c(=O)oc2c1C | -2% | -12

Whole records, quoted from the list. Order of screens: Lipid storage S3	Lipid storage S3 cell count max
`NC(=O)CSc1oc(-c2ccco2)nc1S(=O)(=O)c1ccc(F)cc1` is listed as i	18
`Nc1cc(C(F)(F)F)cc2c1SCC(=O)N2` is listed as ?	nt
`[O-][n+]1ccccc1SC/C=C/c1ccccc1` is listed as ?	nt

Back to the main list, starting 3 compounds before the break.
SMILES | Lipid storage S3 | Lipid storage S3 cell count max
CCn1cc(C(=O)NCc2cccc(C(F)(F)F)c2)c(=O)c2ccc(C)nc21 | -7% | -4
Cc1ccccc1CCN1CCCC(CN(C)C(=O)C(=O)c2ccco2)C1 (stereo unspecified) | -21% | -6
CC(C)=CCOc1ccc2c(C)c(CC(=O)N3C[C@H]4C[C@@H](C3)c3cccc(=O)n3C4)c(=O)oc2c1C | -2% | -12
COc1ccc(NC(=O)c2c(Cl)n(C)c3ccccc23)cc1 | 13% | 7
CCOc1ccccc1C(=O)Oc1ccc2ccc(=O)oc2c1 | -14% | -7
COc1cc(C)c(Br)cc1S(=O)(=O)NCc1ccncc1 | ? | nt
CCOc1ccc2ccccc2c1C1NC(=S)N(C)C(C)=C1C(=O)OC (stereo unspecified) | i | nt
COc1ccc(C(=O)NN2CCOCC2)cc1 | ? | nt
COc1ccc(CNC(=O)CN(Cc2ccco2)C(=O)CNS(=O)(=O)c2ccccc2)cc1 | ? | nt
Cc1ccc(-n2nc3c(c2NC(=O)C(C)(C)C)CS(=O)(=O)C3)cc1 | ? | nt
COc1ccccc1CNC(=O)C1CCC(CNS(=O)(=O)c2cccs2)CC1 (stereo unspecified) | i | -19
O=C(OCC(=O)N1CCc2ccccc21)c1ccccn1 | 6% | -3
CC(=O)Oc1ccc(-c2nc(-c3cccnc3)no2)cc1 | ? | nt
O=C(CN1C(=O)NC(c2ccccc2)(c2ccccc2)C1=O)NC1CCCCC1 | 3% | -7
COc1ccc(Cl)cc1N(CC(=O)NCCSCc1ccccc1)S(C)(=O)=O | -24% | 2
CCOc1ccc(NC(=O)CN(C)CC(=O)NC(C)c2ccccc2)cc1OCC (stereo unspecified) | ? | nt
N#Cc1c(NC(=O)CSc2nnc(-c3ccccc3O)n2-c2ccccc2)sc2c1CCCC2 | ? | nt
CN1C(=O)C(CC(=O)O)S/C1=N\N=C\c1ccc(O)cc1O (stereo unspecified) | -8% | -1
COc1ccc(CCNC(=O)c2cc(S(=O)(=O)N3CCCCC3)ccc2Cl)cc1 | -6% | -5
CC(=O)Nc1ccc(NC(=O)C2CCCN2C(=O)Nc2ccccc2[N+](=O)[O-])cc1 (stereo unspecified) | 4% | 6
COc1ccc(C(=O)NCc2nnc(SCC(=O)N3CCc4ccccc43)o2)cc1OC | ? | nt
COc1ccc(N(C)S(=O)(=O)c2cccc(C(=O)Nc3cccc(C(=O)NC4CC4)c3)c2)cc1 | ? | nt
CC1CCCN(S(=O)(=O)c2cc3c4c(c2)C(C)C(=O)N4CCC3)C1 (stereo unspecified) | ? | nt
COc1ccc2nc(NC(=O)CS(=O)(=O)c3ccc(C)cc3)sc2c1 | ? | nt
CCC(=O)c1cc(F)c(N2CCN(C(=O)c3ccco3)CC2)cc1C | ? | nt
Cc1cccc(NC(=O)CCCc2ccccc2)c1C | i | -3
Cc1ccccc1Cn1ccc(NC(=O)c2cc3ncc(Br)cn3n2)n1 | ? | nt
CCNC(=S)N1CCN(CC(=O)Nc2ccc(OC)cc2)CC1 | ? | nt
Next section.
SMILES | Lipid storage S3 | Lipid storage S3 cell count max
O=C(O)C1C(c2ccccc2)C(C(=O)Oc2ccccc2)C1c1ccccc1 (stereo unspecified) | i | 9
CC(C)CCNC(=O)c1ccc(-c2ccccc2)cc1 | 19% | 19
COc1cccc(OC)c1C(=O)NC(=S)Nc1ccc(N2CCOCC2)c(Cl)c1 | ? | nt
O=C(NCCc1ccccc1Cl)C1CCN(S(=O)(=O)c2cccs2)CC1 | ? | nt
Cn1c(=NC(=O)C2CC2)sc2cc(F)cc(F)c21 | ? | nt
CC1=C(C(=O)N2CCOCC2)C(c2c(C)cc(C)cc2C)NC(=S)N1 (stereo unspecified) | ? | nt
COc1ccccc1NC(=O)CSc1nnc(-c2ccc(C)cc2)o1 | ? | nt
COCCN(Cc1cc2cc(C)cc(C)c2nc1Cl)C(=O)Nc1ccccc1 | ? | nt
CC(=O)Nc1ccc2nc(NC(=O)COc3ccc(C)cc3)sc2c1 | -1% | 16
CN1C(=O)/C(=C/c2cccc(Cl)c2)Sc2ccc(C(=O)NCc3cccnc3)cc21 | -12% | -4
COc1ccccc1-c1ocnc1C(=O)N1CCN(C(=O)C(c2ccccc2)c2ccccc2)CC1 | i | 7
O=C(Nc1cccc(-n2cnnn2)c1)c1cnccc1Cl | ? | nt
Cc1ccc(OC(=O)c2cccc(S(=O)(=O)N(C)C)c2)c(-n2nc3ccccc3n2)c1 | ? | nt
CC(OC(=O)c1ccc(Cl)cc1)C(=O)NCC1CCCCC1 (stereo unspecified) | 4% | -7
COc1nnc(-c2ccc(N3CCOCC3)c(NC(C)=O)c2)c2ccccc12 | 12% | 14
CC(C)C[C@@H](CN(C)N=O)N(C[C@H](Cc1ccccc1)N(CCc1ccccc1)N=O)N=O | -2% | -1
CCn1c(CCNC(=O)c2ccc(OC)c(OC)c2)nc2ccccc21 | 1% | 3
CC1CCC(C(C)C)C2=C1C(C#N)(C#N)C(C#N)(C#N)C(c1ccccc1)N2 (stereo unspecified) | ? | nt
CCOC(=O)C1CCN(C(=O)c2ccc(OC3CCN(C(=O)COC)CC3)cc2)CC1 | ? | nt
COc1ccc(S(=O)(=O)N(C)CC(=O)N2CCC(C)CC2)cc1Cl | ? | nt
Nc1c(O)ccc2c1C(=O)c1ccccc1C2=O | -9% | -17
O=C(/C=C/c1ccccc1)N/C(=C\c1ccco1)C(=O)NCCO | -19% | -19
CCOc1ccc(CN(C(=O)c2cccs2)C2CCS(=O)(=O)C2)cc1 (stereo unspecified) | ? | nt
COc1cc2ccccc2cc1C(=O)Nc1ccc(Cl)cn1 | 14% | -3
COc1cc(C2=NOC(C(=O)Nc3cc(C)on3)C2)cc(OC)c1OC (stereo unspecified) | -1% | -15
The list goes on:
SMILES | Lipid storage S3 | Lipid storage S3 cell count max
C[C@H](NC(=O)c1nc[nH]c1C(=O)N[C@@H](CCCCNC(=O)OC(C)(C)C)C(=O)OC(C)(C)C)c1ccccc1 | 16% | 2
CCNc1nc(NCC)n2c(SCC(=O)N(CC)C3CCCCC3)nnc2n1 | ? | nt
COCCn1c(=O)[nH]c(=O)c2c(C(F)(F)F)cc(-c3cccs3)nc21 | 8% | 6
CCn1c(CCNC(=O)c2ccc(Cl)cc2Cl)n[nH]c1=S | -7% | -10
CCN(CC)S(=O)(=O)c1ccc(Cl)c(NC(=O)COC(=O)c2cc(-c3ccccc3Cl)nc3ccccc23)c1 | ? | nt
Brc1cccc(OCCCCN2CCCCC2)c1 | ? | nt
C=CCC(Nc1ccco1)c1ccccc1 (stereo unspecified) | ? | nt
COC(=O)Nc1ccc([N+](=O)[O-])cc1OC | -11% | -18
Nn1c(SCC(=O)Nc2nc3ccccc3s2)nncc1=O | i | 6
CC(C)C(=O)NNC(=O)c1cc2sccc2s1 | 2% | 21
COc1ccccc1C/C(N)=N/OC(=O)c1ccco1 | ? | nt
CCOC(=O)C1CCCN(C(=O)C(=O)c2cn(CC(=O)N3CCOCC3)c3ccccc23)C1 (stereo unspecified) | ? | nt
O=C(COC(=O)c1ccccc1O)Nc1cccc(S(=O)(=O)NC2=NCCCCC2)c1 | ? | nt
Cc1ccc(C(=O)N2CCN(c3ccccc3)CC2)cc1S(=O)(=O)N1CCCC1 | 23% | 3

Among those listed so far, six contain bromine:
SMILES | Lipid storage S3 | Lipid storage S3 cell count max
CSc1nc(N)c(NC(=O)c2ccc(Br)o2)c(=O)[nH]1 | i[0.369 µM] | -1
O=C1C(=O)N(c2ccccn2)C(c2ccc(Br)cc2)/C1=C(/O)c1ccc(Br)cc1 (stereo unspecified) | ? | nt
CCCS(=O)(=O)n1nc(-c2ccc(Br)cc2)cc1N | 26% | 7
COc1cc(C)c(Br)cc1S(=O)(=O)NCc1ccncc1 | ? | nt
Cc1ccccc1Cn1ccc(NC(=O)c2cc3ncc(Br)cn3n2)n1 | ? | nt
Brc1cccc(OCCCCN2CCCCC2)c1 | ? | nt
